Chronic BCR inh – inhibitors of chronic active B-cell receptor signaling; AID 493014; Potency, µM (series often up to 46.1 µM), for inactives: top-dose ratio change, negative = lower green/red ratio, most hits filed as inhibitors; ABC-DLBCL IkBa-CBG/CBR reporter, luminescence ratio, 4 h; 340,000 compounds, 0.05% hits; active means well fitted inhibition curve with a large enough effect in the signal ratio, with a control signal flat, not every such curve was filed as active; inconclusive means small, poorly fitted or top-dose-only effect, or effect the other way, or a change in a side signal; the % refers to the signal ratio;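 further: plate controls were basal doxycycline-induced cells for no effect and cells given 10 µM MG132 for full effect; MG132 reads +100%, hits lower the ratio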
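Doxycycline induced both beetle luciferases in TMD8 lymphoma cells; IKK-driven degradation limits the IkappaBalpha-fused green signal, while red luminescence normalises for cell number and nonspecific effects. Compounds tested up to 46 uM, 4 hrs.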
The depositor's hits bear a star; ? = inconclusive. Potency means the concentration at half of the fitted maximal effect. A portion of the library. The share of hits here may be higher or lower than overall.

SMILES	Chronic BCR inh
O=C1C(c2ccc(F)cc2)N(CCc2ccccc2)C(=O)CN1C1CCCCCC1 (centres undefined)	5.8%
Cc1cccc(-c2nc3scc(CCNS(=O)(=O)c4ccc(F)cc4C)n3n2)c1	28.8%
Cc1cc(C)c(NC(=O)CSc2ccnc(=O)[nH]2)c(C)c1	-0.6%
CCCCN(C)c1ncnc2c1cnn2-c1cccc(Cl)c1	?
COc1ccc(NS(=O)(=O)c2cc3c4c(c2)CC(=O)N4CCC3)cc1Cl	11.5%
COc1ccccc1NC(=O)N1CCC(CN2CCc3ccccc3C2)CC1	?
Cc1cc(=O)n(CC(=O)Nc2ccc(Cl)c(Cl)c2)c(-n2nc(C)cc2C)n1	?
COC(=O)c1ccc(NC(=O)CSc2nc(=O)n(Cc3ccco3)c3c2CCC3)cc1	?
O=C(NCCc1ccc(Cl)cc1)c1ccc(CS(=O)(=O)Cc2ccccc2F)o1	-26.2%
Cc1ccccc1CN1C(=O)c2ccccc2Sc2ccc(C(=O)NC(C)c3ccccc3)cc21 (centres undefined)	-1.1%
CC(=O)c1cc(-c2ccccc2)n(CCC(=O)NC(C)c2ccccc2)c1C (centres undefined)	-3.9%
COc1ccc(OC)c(NC(=O)CC2C(=O)NCCN2C(=O)C(F)(F)F)c1 (centres undefined)	-3.6%
O=C(CCS(=O)(=O)c1ccccc1)N(Cc1cccnc1)c1nc2ccc(F)cc2s1	5.6%
COC(=O)c1c(NC(=O)CCCOc2ccccc2C)sc2c1CCC(C)C2 (centres undefined)	-7.6%
Cc1c(C(=O)N(C)C)sc2c1c(=O)n(-c1ccc(F)cc1)c(=O)n2CC(=O)N(C)c1ccccc1	-4.4%
Cc1ccc(NC(=O)c2cc(S(=O)(=O)NC3CCCCCC3)ccc2F)cc1F	?
CC(=O)c1ccc(NC(=O)CSc2nnc(NC(=O)Nc3ccccc3)s2)cc1	?
Cc1cccc(CN2C(=O)N(c3ccc(C(C)C)cc3)S(=O)(=O)c3ccccc32)c1	-0.5%
COc1ccccc1CNC(=O)CCC(=O)N1Cc2ccccc2Oc2ncccc21	-0.7%
COc1cccc2cc(-c3nc(-c4ccc(Cl)cc4)cs3)c(=O)oc12	0.3%
Cc1cc(C)cc(N2C(=O)N(Cc3cccc(F)c3)c3ccccc3S2(=O)=O)c1	11.8%
CCOC(=O)c1ccc(CN(Cc2ccc(Br)cc2)S(=O)(=O)c2cccc(Cl)c2C)cc1	9.7%
COc1cc(NC(=O)C(CCSC)NS(=O)(=O)c2ccc3c(c2)oc(=O)n3C)cc(OC)c1 (centres undefined)	-24.0%
Cc1c(CCNC(=O)c2ccco2)sc2nc(-c3ccc(F)cc3)nn12	-18.4%
Cc1cn(C)c(CC(=O)NCc2ccccc2Cl)c1C(=O)O	1.2%
COc1ccc(OC)c(NC(=O)CSC2=Nc3ccccc3C3=NC(CCC(=O)NCCc4ccccc4)C(=O)N23)c1 (centres undefined)	?
Cc1ccc(-n2c(SCc3ccccc3F)nc3[nH]ncc3c2=O)cc1Cl	?
CC(C)CCn1c(SCc2cccc(F)c2)nc2ccsc2c1=O	?
O=C(NC1CC(=O)N(c2ccccc2)C1)c1ccco1 (centres undefined)	19.6%
CCc1ccc(NC(=O)CSC2=Nc3ccccc3C3=NC(CC(=O)NCc4cccs4)C(=O)N23)cc1 (centres undefined)	?
Cc1ccc2scc(N3CCCC(C)C3)c(=O)c2c1 (centres undefined)	?
CCOc1ccc(-n2cc(-c3ccccc3)c3c(NCc4ccc(F)cc4)ncnc32)cc1	18.8%
CCN(CC)CCCNC(=O)CSc1nc(-c2ccc(OC)cc2)cc(C(F)(F)F)n1	-14.5%
CC(C)CN(CCNC(=O)CCN1N=C(c2ccccc2)CCC1=O)CC(C)C	-4.1%
COc1ccccc1C(=O)Nc1ccc(-c2nc3ccccc3s2)c(C)c1	?
CCOc1ccc(NC(=O)c2c(NCc3cccc(OC)c3OC)sc3c2CCC3)cc1	0.1%
Cc1ccc(/C=C/C(=O)Nc2ccc(Cl)cc2Cl)cc1	-11.3%
CC(=O)c1ccc(NC(=O)CN(C)S(=O)(=O)c2cc3c(cc2C)NC(=O)CO3)cc1	-7.7%
COc1ccc(CCNC(=O)C(=O)NCC(c2cccs2)S(=O)(=O)c2ccc(F)cc2)cc1 (centres undefined)	?
COc1ccc(Cl)cc1Nc1sc(C(=O)c2ccccc2)c(N)c1C(=O)Nc1ccccc1	-4.7%

A portion from the list above, for reference:
SMILES	Chronic BCR inh
COc1cccc2cc(-c3nc(-c4ccc(Cl)cc4)cs3)c(=O)oc12	0.3%
Cc1cc(C)cc(N2C(=O)N(Cc3cccc(F)c3)c3ccccc3S2(=O)=O)c1	11.8%
CCOC(=O)c1ccc(CN(Cc2ccc(Br)cc2)S(=O)(=O)c2cccc(Cl)c2C)cc1	9.7%
COc1cc(NC(=O)C(CCSC)NS(=O)(=O)c2ccc3c(c2)oc(=O)n3C)cc(OC)c1 (centres undefined)	-24.0%
Cc1c(CCNC(=O)c2ccco2)sc2nc(-c3ccc(F)cc3)nn12	-18.4%
Cc1cn(C)c(CC(=O)NCc2ccccc2Cl)c1C(=O)O	1.2%
COc1ccc(OC)c(NC(=O)CSC2=Nc3ccccc3C3=NC(CCC(=O)NCCc4ccccc4)C(=O)N23)c1 (centres undefined)	?
Cc1ccc(-n2c(SCc3ccccc3F)nc3[nH]ncc3c2=O)cc1Cl	?
CC(C)CCn1c(SCc2cccc(F)c2)nc2ccsc2c1=O	?
O=C(NC1CC(=O)N(c2ccccc2)C1)c1ccco1 (centres undefined)	19.6%
CCc1ccc(NC(=O)CSC2=Nc3ccccc3C3=NC(CC(=O)NCc4cccs4)C(=O)N23)cc1 (centres undefined)	?
Cc1ccc2scc(N3CCCC(C)C3)c(=O)c2c1 (centres undefined)	?
CCOc1ccc(-n2cc(-c3ccccc3)c3c(NCc4ccc(F)cc4)ncnc32)cc1	18.8%
CCN(CC)CCCNC(=O)CSc1nc(-c2ccc(OC)cc2)cc(C(F)(F)F)n1	-14.5%
CC(C)CN(CCNC(=O)CCN1N=C(c2ccccc2)CCC1=O)CC(C)C	-4.1%
COc1ccccc1C(=O)Nc1ccc(-c2nc3ccccc3s2)c(C)c1	?
CCOc1ccc(NC(=O)c2c(NCc3cccc(OC)c3OC)sc3c2CCC3)cc1	0.1%
Cc1ccc(/C=C/C(=O)Nc2ccc(Cl)cc2Cl)cc1	-11.3%
CC(=O)c1ccc(NC(=O)CN(C)S(=O)(=O)c2cc3c(cc2C)NC(=O)CO3)cc1	-7.7%
COc1ccc(CCNC(=O)C(=O)NCC(c2cccs2)S(=O)(=O)c2ccc(F)cc2)cc1 (centres undefined)	?
COc1ccc(Cl)cc1Nc1sc(C(=O)c2ccccc2)c(N)c1C(=O)Nc1ccccc1	-4.7%

The listing continues:
SMILES	Chronic BCR inh
Cc1cccc(-c2nc3scc(CCNS(=O)(=O)c4ccc(F)c(C(F)(F)F)c4)n3n2)c1	-1.4%
COc1cccc(Cn2c(=O)n(-c3cccc(Cl)c3C)c(=O)c3c4c(sc32)CN(C(C)=O)CC4)c1	?
CCOC(=O)c1c(S(=O)(=O)NCC(=O)N(C)Cc2ccccc2)c(C)n(C)c1C	-6.7%
COc1ccc(OC)c(C(=O)CN2C(=O)N(c3ccc(C)cc3)S(=O)(=O)c3ccccc32)c1	1.7%
CCN(CC)C(=O)c1sc2c(c1C)c(=O)n(Cc1ccccc1)c(=O)n2Cc1c(C)cc(C)cc1C	?
Cc1ccc(N2C(=O)N(CC(=O)C(C)(C)C)c3ccccc3S2(=O)=O)cc1C	20.6%
COc1ccc(N2CC(NC(=O)c3cc4ccccc4o3)CC2=O)cc1OC (centres undefined)	?
CCN(Cc1ccccc1)C(=O)Cn1c(=O)n(-c2ccc(Cl)cc2)c(=O)c2c(C)c(C(=O)N(C)C)sc21	-1.2%
Cc1nc2nc(C(F)(F)F)[nH]n2c(=O)c1Cc1ccccc1	0.0%
CCOC(=O)c1ccc(CN(Cc2ccc(OC)cc2)S(=O)(=O)c2cccc(C(F)(F)F)c2)cc1	11.9%
COc1ccc(N2CC(NC(=O)C3CC3)CC2=O)cc1 (centres undefined)	8.0%
CCN(c1cccc(C)c1)S(=O)(=O)c1ccc2[nH]cc(C(=O)NCCCOC)c(=O)c2c1	19.5%
CCN(Cc1ccccc1)c1ncnc2c1nnn2C	?
COc1ccccc1OCc1nc2ccccc2n1Cc1ccccc1	22.4%
COc1cc2c(cc1OC)C(COc1ccc(F)cc1)N(C(=O)c1ccc(S(=O)(=O)N3CCCC3)cc1)CC2 (centres undefined)	-2.1%
CCCCc1ccc(Nc2ncnc3c2cnn3-c2ccc(C)cc2)cc1	-0.8%
Oc1c(C(c2ccccc2)N2CCC3(CC2)OCCO3)sc2nc(-c3ccco3)nn12 (centres undefined)	0.0%
O=C(CC1N=C2c3ccccc3N=C(SCC(=O)Nc3ccc(F)cc3)N2C1=O)NCc1ccco1 (centres undefined)	-22.6%
CCN1CCN(c2ncc3c(n2)CC(c2ccccc2O)CC3=O)CC1 (centres undefined)	-1.6%
CCOC(=O)c1ccc(CN(Cc2ccc(Cl)cc2Cl)S(=O)(=O)c2ccc(F)c(C)c2)cc1	8.5%
CCC1Oc2ccc(Cl)cc2N(CC(=O)NCCc2ccc(Cl)cc2)C1=O (centres undefined)	-0.4%
CCc1ccc(Sc2cc(C(=O)NCCCOC(C)C)c3ccccc3n2)cc1	-1.8%
Cc1ccc(-c2nc3scc(CCNS(=O)(=O)c4ccc(F)c(C)c4)n3n2)cc1	1.3%
CCc1ccc(-n2c(SCc3cccc(F)c3)nc3[nH]ncc3c2=O)cc1	?
CCN(CC)C(=O)C1CCCN(c2ncnc3c2c(-c2ccccc2)cn3-c2cccc(C)c2)C1 (centres undefined)	-0.1%
CC(=O)c1cc(-c2ccc(F)cc2)n(CCC(=O)NCc2ccc(C)cc2)c1C	-7.6%
O=C(NCCOCCO)C(=O)Nc1c2c(nn1-c1ccc(F)cc1)CSC2	-1.0%
Cc1ccc(-n2ncc3c(Nc4ccc5c(c4)OCCO5)ncnc32)cc1C	8.2%
COc1ccc(CNC(=O)C(=O)NCC(c2ccco2)S(=O)(=O)c2ccc(Cl)cc2)cc1 (centres undefined)	?
Cc1ccc(S(=O)(=O)C(CNS(=O)(=O)c2ccc(F)c(C)c2)c2cccs2)cc1 (centres undefined)	6.4%
COc1cccc(C(c2sc3nc(-c4ccco4)nn3c2O)N2CCC(O)CC2)c1 (centres undefined)	-2.3%
O=C(NCCc1ccccc1)c1cc(Sc2ccc(F)cc2F)nc2ccccc12	0.4%
CCc1ccccc1NC(=O)c1cc(S(=O)(=O)NCCc2ccc(OC)c(OC)c2)ccc1F	?
O=C(Cc1ccccc1)NC1CC(=O)N(c2ccccc2)C1 (centres undefined)	16.3%
O=C(NCc1ccc(F)cc1)c1cc(Sc2ccc(F)cc2F)nc2ccccc12	-5.6%
CCc1cnc2c(c1SCC(=O)N1CCC(C)CC1)c(=O)n(C)c(=O)n2C	3.2%
O=C(CCC1N=C2c3ccccc3N=C(SCc3ccccc3F)N2C1=O)NCc1ccccc1 (centres undefined)	-10.7%
COc1cc(NC(=O)CSc2nc3nc(C)c(Cc4ccccc4Cl)c(C)n3n2)cc(OC)c1	-4.9%
CCOc1ccc(N2CC(NC(=O)c3ccc(Cl)cc3)CC2=O)cc1 (centres undefined)	?
Cc1ccc(-c2c(C(=O)Nc3ccccc3F)oc(=O)c3ccccc23)cc1	?
COc1ccccc1NC(=O)c1sc2ncn(Cc3ccccc3Cl)c(=O)c2c1C	11.2%
CCOc1ccccc1NC(=O)C1CCN(S(=O)(=O)c2cccc3nonc23)CC1	4.8%
CC(=O)Nc1ccc(S(=O)(=O)N2CCN(c3ccccc3)CC2)cc1	?
COc1cccc(CNC(=O)CSc2nc(=O)[nH]c3c2CCCC3)c1	-2.5%
COC(=O)c1cccc(Nc2c(-c3cc(Br)ccc3O)nc3nc[nH]n23)c1	?
CCCC(=O)NC1CC(=O)N(c2ccc3c(c2)OCCO3)C1 (centres undefined)	-17.2%
COc1ccc(OC)c(NC(=O)c2c(NCc3ccc(C)o3)sc3c2CCCCC3)c1	-14.8%
Cc1cc(C)c(S(=O)(=O)NCC(c2cccs2)S(=O)(=O)c2ccccc2)c(C)c1 (centres undefined)	?
CSc1nc2c(sc3ccccc32)c(=O)n1Cc1ccc(C)cc1	?
CCOC(=O)N1CCc2c(sc(NCc3ccc(OCC)cc3)c2C(=O)Nc2ccc(OC)cc2OC)C1	?
The list goes on:
SMILES	Chronic BCR inh
O=C(NCCc1ccccc1)c1ccc2c(c1)N(Cc1ccc(F)cc1)C(=O)c1ccccc1S2	16.1%
CC1CCN(c2ncnc3c2c(-c2ccccc2)cn3-c2ccc(Br)cc2)CC1	1.9%
O=C(c1ccc2c(c1)N(Cc1ccccc1Cl)C(=O)c1ccccc1S2)N1CCCC1	27.4%
CCOC(=O)c1ccc(Nc2ncnc3c2cnn3-c2cccc(Cl)c2)cc1	8.1%
O=C(NC1CCCC1)c1ccc2c(c1)N(Cc1ccccc1F)C(=O)c1ccccc1S2	-0.7%
CCN(CC)C(=O)c1sc2c(c1C)c(=O)n(Cc1ccccc1)c(=O)n2Cc1ccccc1C	?
Cc1ccc(C)c(NC(=O)CSc2nc(-c3ccccc3)cc(=O)[nH]2)c1	7.3%
COc1ccc(-c2nnc(SCC(=O)NCc3ccc(C)cc3)nc2-c2ccc(OC)c(OC)c2)cc1OC	-19.3%
